Yeast superoxide: caloric restriction mimetics inhibiting age-related superoxide in yeast. S. cerevisiae aged cells, superoxide DHE fluorescence; hits give low values. superoxide response (% of plate mean), % at 10 µM. hit rate 0.18% among 330,000. AID 2690;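 active means superoxide response under a set limit, about three screen SD below normal, cut at about 65% in these data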;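 further: yeast aged for seven days with compound at 30 °C before DHE staining; 100% = average MFI of all compound-treated wells on the plate with controls excluded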
LAP4-GFP MLPCN: yeast TOR pathway LAP4-GFP modulation. S. cerevisiae LAP4-GFP multiplex, flow cytometry GFP, 3 h; median GFP as percent of DMSO wells. GFP response vs DMSO, % at 10 µM. hit rate 0.34% among 320,000. AID 2023;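 active means GFP response vs DMSO above a set limit, about the screen mean plus 3 SD, cut at about 150% in these data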
VLA-4 inh: inhibition in a human VLA-4 binding assay. hit rate 0.2% among 330,000. AID 2557. inhibition, % (about 7 µM as worked out from the volumes in the protocol). P13612. VLA-4 expressing cells, ligand binding flow cytometry; in the data active means inhibition above about 50%
GRK2 inh: human GRK2 inhibition via aptamer displacement; inhibition of aptamer binding, % at 10 µM; AID 488847; P25098; hit rate 0.59% among 330,000; bead flow cytometry, FAM-aptamer displacement from GRK2;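 active means inhibition of aptamer binding above 40%, roughly 3 SD of noise, on plates passing a quality check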;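 further: median bead fluorescence of bound FAM aptamer so fluorescent compounds give negative values; no value below 0 was filed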
Target sequence (P25098 whole entry, looked up): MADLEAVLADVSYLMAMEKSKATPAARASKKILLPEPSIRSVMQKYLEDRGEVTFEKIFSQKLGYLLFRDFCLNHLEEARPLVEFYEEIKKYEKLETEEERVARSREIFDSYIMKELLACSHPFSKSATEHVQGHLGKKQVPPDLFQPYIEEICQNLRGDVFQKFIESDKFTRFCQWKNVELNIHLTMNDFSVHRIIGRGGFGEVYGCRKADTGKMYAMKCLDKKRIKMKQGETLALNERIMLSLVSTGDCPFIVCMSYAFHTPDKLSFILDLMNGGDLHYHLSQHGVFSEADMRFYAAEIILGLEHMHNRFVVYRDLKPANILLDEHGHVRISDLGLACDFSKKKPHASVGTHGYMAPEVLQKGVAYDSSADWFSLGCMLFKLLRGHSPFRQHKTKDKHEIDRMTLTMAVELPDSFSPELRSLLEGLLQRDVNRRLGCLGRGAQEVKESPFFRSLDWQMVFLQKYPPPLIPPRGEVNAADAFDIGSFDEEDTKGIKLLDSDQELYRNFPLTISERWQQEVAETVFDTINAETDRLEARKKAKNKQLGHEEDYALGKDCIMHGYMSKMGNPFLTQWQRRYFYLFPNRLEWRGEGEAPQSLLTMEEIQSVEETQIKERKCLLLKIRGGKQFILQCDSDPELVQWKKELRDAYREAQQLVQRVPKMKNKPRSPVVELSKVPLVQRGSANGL
AGP1 TOR yeast: modulators of TOR pathway AGP1-GFP in S. cerevisiae. S. cerevisiae AGP1-GFP multiplex flow cytometry, 3 h; GFP as percent of DMSO wells. GFP response vs DMSO, % at 10 µM. AID 2066. hit rate 0.02% among 320,000;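 active means GFP response relative to DMSO above a set limit, near screen average plus 3 SD, cut at about 150% in these data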;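 further: median GFP channel fluorescence of the gated AGP1 strain per well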
RPL19A TOR yeast: yeast TOR pathway RPL19A-GFP modulation. percent response vs DMSO, % at 10 µM. AID 2025. hit rate 0.3% among 330,000. S. cerevisiae RPL19A-GFP strain, flow cytometry, 3 h; hits give low values;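 active means percent response vs DMSO below 50%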;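 further: median channel GFP fluorescence of the barcoded RPL19A-GFP strain; ratio of sample median GFP to plate DMSO average so 100% = DMSO; lower means less RPL19A-GFP as with rapamycin TOR inhibition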
MEP2 TOR yeast: yeast TOR pathway MEP2-GFP modulation; hit rate 0.51% among 330,000; GFP response vs DMSO, % at 10 µM; S. cerevisiae MEP2-GFP strain, flow cytometry GFP, 3 h; 100% = DMSO control level; AID 2016;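 active means GFP response versus DMSO above a set limit, roughly screen mean plus 3 SD, cut at about 180% in these data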;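 further: median GFP fluorescence of the barcode-gated MEP2-GFP cells per well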
CIT2 TOR yeast: yeast TOR pathway CIT2-GFP modulation; hit rate 0.065% among 320,000; GFP response vs DMSO, % at 10 µM; S. cerevisiae CIT2-GFP strain, flow cytometry, 3 h; 100 means same as DMSO wells; AID 2029;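 active means GFP response relative to DMSO above a set limit, near the screen mean plus 3 SD, cut at about 150% in these data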;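 further: ratio of well median GFP fluorescence to mean of DMSO wells on the plate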
Starred values were filed as active, the others as inactive; x = no result given.

SMILES	Yeast superoxide	LAP4-GFP MLPCN	VLA-4 inh	GRK2 inh	AGP1 TOR yeast	RPL19A TOR yeast	MEP2 TOR yeast	CIT2 TOR yeast
COc1ccc(CCC(=O)OCC(=O)N(CC(C)C)c2c(N)n(Cc3ccccc3)c(=O)[nH]c2=O)cc1	98	89	2	5	90	89	92	94
Cc1cc2ccccc2n1CCNC(=O)Cc1ccccc1	98	115	16	35	101	97	97	104
O=C(NCc1ccccn1)C1CCN(C(=O)c2cc3sccc3n2Cc2ccc(F)cc2)CC1	128	100	5	6	99	105	104	95
O=C(O)CCCc1nc2ccccc2s1	106	96	-3	2	105	93	114	100
CCCc1cc(=O)[nH]c(SCC(=O)Nc2cc(S(=O)(=O)N3CCOCC3)ccc2N(CC)CC)n1	104	103	-12	6	105	103	105	109
O=C(NCc1ccccn1)c1ccc(Cn2c(=S)[nH]c3ccc(Br)cc3c2=O)cc1	105	91	4	0	106	105	103	99
CCCN(CCC)CCNC(=O)CS(=O)Cc1nc(-c2ccc(C)cc2)oc1C (stereo not drawn)	89	95	10	2	101	95	97	100
CC(C)(C)c1nc2ccc(NS(=O)(=O)c3ccc(F)c(F)c3F)cc2[nH]1	104	99	5	2	91	92	101	87
Nc1nc(NCC2CCCO2)nc(Nc2cccc(Cl)c2)c1[N+](=O)[O-] (stereo not drawn)	113	x	-5	2	x	104	100	x
CCCOc1ccc(C(=O)NCC(C)(C)N2CCOCC2)cc1	110	105	-7	1	106	97	102	99
N[C@@H]1CONC1=O	97	107	18	2	96	103	92	105
Cc1ccc(NC(=O)CSc2nc(N)cc(=O)[nH]2)cc1S(=O)(=O)N1CCCCC1	81	96	0	2	103	100	99	110
CCC(c1nnc(SCC(=O)NC2CCCCC2)n1Cc1ccccc1)N(C)C (stereo not drawn)	89	101	16	0	99	96	112	98
Cc1ccc(S(=O)(=O)NCC2(c3ccccc3)CCOCC2)cc1	89	114	8	0	104	97	97	94
Nc1c(C(=O)c2ccccc2)oc2ccc([N+](=O)[O-])cc12	106	97	-5	0	100	109	110	107

Quoted from the listing:
Reading for O=C(O)CCCc1nc2ccccc2s1 in MEP2 TOR yeast: 114
Reading for CC(C)(C)c1nc2ccc(NS(=O)(=O)c3ccc(F)c(F)c3F)cc2[nH]1 in GRK2 inh: 2
Reading for CCC(c1nnc(SCC(=O)NC2CCCCC2)n1Cc1ccccc1)N(C)C (stereo not drawn) in Yeast superoxide: 89
Reading for O=C(NCc1ccccn1)c1ccc(Cn2c(=S)[nH]c3ccc(Br)cc3c2=O)cc1 in AGP1 TOR yeast: 106

Additional results:
SMILES	Yeast superoxide	LAP4-GFP MLPCN	VLA-4 inh	GRK2 inh	AGP1 TOR yeast	RPL19A TOR yeast	MEP2 TOR yeast	CIT2 TOR yeast
O=C(Cc1coc(-c2ccc(F)cc2)n1)NC1CCCCC1	102	100	7	5	105	101	117	98
O=C(Nc1cccc(Cl)c1)c1cnn2cccnc12	101	109	5	0	90	98	99	84
C=CCn1c(SCC(=O)NC(=O)NCc2ccco2)nc2sc(C)c(C)c2c1=O	104	96	4	1	105	106	105	102
Cc1ccc2oc(=O)c(-c3ccc(O)cc3)c(C)c2c1	134	107	34	0	92	97	98	79
O=C(NC1CCCC1)c1noc2c1CCCCC2	102	107	9	0	99	93	91	94
Cc1ccc(C)c(OCc2cc(C(=O)N3CCOCC3)no2)c1	99	102	-2	0	99	100	106	100
CCOC(=O)c1cnc(NCc2ccccc2)nc1C	94	107	12	7	94	99	103	87
CCN(CC)S(=O)(=O)c1cccc(NC(=O)COC(=O)c2ccc(Br)o2)c1	93	100	-6	0	94	97	96	89
CCCNC(=O)/C=C/C(=O)O	88	88	10	0	99	110	108	113
CC(C)c1ccc(/C=C/C(=O)NC2CCCCC2)cc1	93	97	14	0	95	102	98	95
Cc1cccc(N2CCN(C(=O)c3cccc(N4C(=O)C5C6C=CC(C6)C5C4=O)c3)CC2C)c1 (stereo not drawn)	131	122	4	0	109	88	122	111
CCC1(c2ccccc2)NC(=O)N(CC(=O)NCc2ccncc2)C1=O (stereo not drawn)	97	100	0	0	108	106	111	102
COc1ccc(CCNC(=O)c2ccc3c(c2)NC(=O)C(N2CCOCC2)S3)cc1OC (stereo not drawn)	110	120	6	3	108	109	104	106
CC(=O)Nc1ccc(S(=O)(=O)NCCC(=O)OCC(=O)c2ccccc2)cc1	126	119	4	0	101	99	116	94
c1ccc2c(c1)CC/C2=N/Nc1nc2ccccc2[nH]1	92	100	-20	1	116	99	99	113
Cn1c(=O)c(C(=O)COc2ccc(C#N)cc2)c(N)n(Cc2ccccc2)c1=O	93	104	-2	4	103	96	100	95
COc1ccc(-c2cc(=O)oc3cc(OCC(=O)Nc4ccccn4)ccc23)cc1	90	84	-10	0	92	93	95	105
O=C(CSc1nc2ccccc2o1)NCc1ccc2c(c1)OCO2	94	93	-1	0	90	94	94	92
Cc1c(OCC(=O)NCCN2CCOCC2)ccc2c1oc(=O)c1ccccc12	118	95	-13	1	99	97	108	103
NC(=O)NCC12CC3CC(CC(C3)C1)C2	97	92	-7	3	96	97	93	95
Cc1ccc(/C=N\NC(=O)c2cc([N+](=O)[O-])cc([N+](=O)[O-])c2)o1	125	91	7	0	96	93	107	100
CCCCc1ccc(S(N)(=O)=O)cc1	98	102	4	0	105	109	108	103
Cc1ccccc1Nc1nc(-c2cccnc2)cs1	101	88	5	5	97	104	110	104
S=c1[nH]nc(-c2cccnc2)n1/N=C/c1ccccc1	103	98	16	1	109	92	91	108
CCNC(=O)[C@H]1O[C@@H](n2cnc3c(N)nc(NCCc4ccc(CCC(=O)O)cc4)nc32)[C@H](O)[C@@H]1O	100	100	13	3	84	104	101	83
CCOC(=O)c1c(C)[nH]c(C)c1C(=O)COC(=O)Cc1n[nH]c(=O)c2ccccc12	109	100	-11	4	97	98	105	99
COC(=O)C1=C(C(=O)OC)SC2(S1)C(C(=O)OC)=C(C(=O)OC)SC1=C2c2cc(C)ccc2NC1(C)C	108	104	9	0	103	101	100	101
CCc1cccc(CC)c1NC(=O)COc1ccccc1C(=O)c1cc(C#N)c(=O)n(C2CCCCC2)c1	98	98	-14	7	108	101	108	103
Cc1occc1C(=O)NC(C)C12CC3CC(CC(C3)C1)C2 (stereo not drawn)	92	95	11	1	86	86	98	89
CC1(C)CN(c2ccc(CC#N)cc2)C1=O	102	110	-5	2	93	94	97	86

2 entries from above, in markdown.
| canonical_smiles | Yeast superoxide | LAP4-GFP MLPCN | VLA-4 inh | GRK2 inh | AGP1 TOR yeast | RPL19A TOR yeast | MEP2 TOR yeast | CIT2 TOR yeast |
| --- | --- | --- | --- | --- | --- | --- | --- | --- |
| CCNC(=O)[C@H]1O[C@@H](n2cnc3c(N)nc(NCCc4ccc(CCC(=O)O)cc4)nc32)[C@H](O)[C@@H]1O | 100 | 100 | 13 | 3 | 84 | 104 | 101 | 83 |
| CCOC(=O)c1c(C)[nH]c(C)c1C(=O)COC(=O)Cc1n[nH]c(=O)c2ccccc12 | 109 | 100 | -11 | 4 | 97 | 98 | 105 | 99 |

Ordered by molar mass (rising): part of the list above.
SMILES	Yeast superoxide	LAP4-GFP MLPCN	VLA-4 inh	GRK2 inh	AGP1 TOR yeast	RPL19A TOR yeast	MEP2 TOR yeast	CIT2 TOR yeast
CCCCc1ccc(S(N)(=O)=O)cc1	98	102	4	0	105	109	108	103
Cc1ccc2oc(=O)c(-c3ccc(O)cc3)c(C)c2c1	134	107	34	0	92	97	98	79
CCCOc1ccc(C(=O)NCC(C)(C)N2CCOCC2)cc1	110	105	-7	1	106	97	102	99
CCN(CC)S(=O)(=O)c1cccc(NC(=O)COC(=O)c2ccc(Br)o2)c1	93	100	-6	0	94	97	96	89

Next results.
SMILES	Yeast superoxide	LAP4-GFP MLPCN	VLA-4 inh	GRK2 inh	AGP1 TOR yeast	RPL19A TOR yeast	MEP2 TOR yeast	CIT2 TOR yeast
Cc1ccccc1NC(=S)N(CCCN1CCCCC1)Cc1ccco1	104	97	-13	1	99	99	111	93
Cc1ccnc(NS(=O)(=O)c2ccc(Cl)nc2)c1	73	93	-9	1	89	91	92	104
COc1ccc(C)cc1-n1c(SCC(=O)Nc2cccc(C(=O)O)c2)nc2ccccc2c1=O	105	102	-3	14	97	100	102	101
O=C(CN1CCOCC1)Nc1cccc(S(=O)(=O)N2CCCCCC2)c1	96	92	9	0	97	95	102	93
CCOC(=O)CN1N=C(c2ccc(Cl)cc2)CCC1=O	111	95	2	1	102	108	108	105
COc1cc(-c2noc(C)c2C#CCO)cc(OC)c1OC	90	126	8	1	84	98	93	95
O=C(Nc1ccccc1)N1CCc2scc[n+]2-c2ccccc21	90	88	2	0	101	118	102	107
COC(=O)c1cc(NC(=O)c2ccoc2C)cc(C(=O)OC)c1	102	87	10	0	96	93	93	98
CCc1ccc2nc3sc(C(=O)O)cc3cc2c1	142	126	12	3	85	95	102	86
CCCOc1ccc(NC(=O)C2CCCNC2=O)cc1 (stereo not drawn)	87	102	3	0	97	100	101	97
CCOc1ccc(CN2CCN(C/C=C/c3ccc(OC)cc3)CC2CCO)cc1 (stereo not drawn)	84	92	44	0	93	100	102	100
O=C(COC(=O)c1nc(Cl)ccc1Cl)NCc1ccccc1	94	106	16	0	96	100	107	105
CCOC(=O)/C(=C\c1ccc(OC)c(OC)c1)C(=O)c1cccnc1	100	108	9	0	94	103	93	91
CC(=O)N1c2ccc(S(=O)(=O)N3CCC(C(=O)Nc4cccc(Cl)c4)CC3)cc2CC1C (stereo not drawn)	126	104	4	85*	97	96	105	102
CC(=O)N1CCC(=NNc2ccc(S(N)(=O)=O)cc2[N+](=O)[O-])CC1	95	105	2	0	101	98	99	100

Compound profiles (already shown).
Cc1ccccc1NC(=S)N(CCCN1CCCCC1)Cc1ccco1 across the screens: Yeast superoxide = 104; LAP4-GFP MLPCN = 97; VLA-4 inh = -13; GRK2 inh = 1; AGP1 TOR yeast = 99; RPL19A TOR yeast = 99; MEP2 TOR yeast = 111; CIT2 TOR yeast = 93
O=C(CN1CCOCC1)Nc1cccc(S(=O)(=O)N2CCCCCC2)c1 across the screens: Yeast superoxide = 96; LAP4-GFP MLPCN = 92; VLA-4 inh = 9; GRK2 inh = 0; AGP1 TOR yeast = 97; RPL19A TOR yeast = 95; MEP2 TOR yeast = 102; CIT2 TOR yeast = 93

Next section.
SMILES	Yeast superoxide	LAP4-GFP MLPCN	VLA-4 inh	GRK2 inh	AGP1 TOR yeast	RPL19A TOR yeast	MEP2 TOR yeast	CIT2 TOR yeast
Cc1ccc(S(=O)(=O)CCC(O)c2ccc(Cl)cc2)cc1 (stereo not drawn)	97	97	29	5	98	102	101	100
O=C(NC1CCCCC1)[C@@H]1CSC2c3ccccc3C(=O)N21 (stereo partly drawn)	79	92	23	2	108	99	105	103
Cc1cc(C)nc(N2C(=O)CC(C(=O)O)NC2=NCCc2c[nH]c3ccccc23)n1 (stereo not drawn)	96	107	13	4	104	104	112	105
Cc1ccc(C)c(NC2CCCCC2NS(=O)(=O)c2ccccc2)c1 (stereo not drawn)	100	94	1	0	94	96	110	93
CN1CCN(NC(=O)c2ccc(Cl)cc2Cl)CC1	106	94	4	0	98	102	102	104
O=C(NCc1ccccn1)c1cccc(NS(=O)(=O)c2cccc(F)c2)c1	104	95	-2	1	103	105	101	103
CC(C)NC(=O)c1cnn2c1NC(c1cccs1)CC2C(F)(F)F (stereo not drawn)	99	102	5	0	98	98	97	98
